# Bioassay records as filed in PubChem BioAssay.
# HSF1 inhib – HSF1 inhibition; actives 0.77% (n = 300,000); NIH3T3-HGL HSE-luciferase, MG132-induced, luminescence 8 h; hits give low values; activity change, negative = inhibition, % at 7.5 µM (by protocol);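 active = more than half of replicate wells show activity change below -50%, luminescence cut by over half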;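 also: luciferase reports HSF-1 transcriptional activity via heat shock element; 0% = median of DMSO wells and -100% = zero luminescence signal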
# HSP90 refold inh – inhibitors of HSP90 luciferase refolding in rabbit reticulocyte lysate. inhibition, % at 5.6 µM. luciferase refolding luminescence, 3 h. actives 0.91% (n = 290,000);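 active = inhibition above the screen-wide mean plus 3 SD, computed separately per campaign, cut at about 16% in these data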;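 also: 0% = DMSO wells and 100% = 60 µM geldanamycin wells; inhibitors lower the luminescence because luciferase stays unfolded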
# GSK3A inh – human GSK-3 alpha kinase inhibition. P49840. AID 2650. ADP-Glo luminescence, 60 min. actives 0.1% (n = 320,000). inhibition, % at 10 µM;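 in the data active = inhibition above about 50%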;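 also: GST-tagged GSK-3 alpha with peptide substrate and 25 µM ATP; 0% = DMSO neutral wells and 100% = GW8510 positive control wells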
# Target sequence (P49840 whole entry, looked up): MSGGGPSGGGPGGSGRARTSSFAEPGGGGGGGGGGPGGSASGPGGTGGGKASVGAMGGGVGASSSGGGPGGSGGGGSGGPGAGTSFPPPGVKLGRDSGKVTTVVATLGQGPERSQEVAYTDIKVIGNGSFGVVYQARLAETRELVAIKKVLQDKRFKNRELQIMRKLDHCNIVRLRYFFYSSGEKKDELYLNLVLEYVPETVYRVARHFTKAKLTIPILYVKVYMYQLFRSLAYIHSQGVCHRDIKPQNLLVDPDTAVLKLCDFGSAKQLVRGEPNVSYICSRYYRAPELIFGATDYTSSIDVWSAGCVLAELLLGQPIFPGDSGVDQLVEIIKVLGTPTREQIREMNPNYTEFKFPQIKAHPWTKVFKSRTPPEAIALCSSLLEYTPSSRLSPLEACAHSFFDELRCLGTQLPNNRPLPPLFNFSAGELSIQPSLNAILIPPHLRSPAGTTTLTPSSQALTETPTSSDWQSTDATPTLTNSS
# Dyrk1A ADPGlo – inhibitors of rat Dyrk1A kinase. ADP-Glo luminescence, NFATc1 peptide. inhibition, % at 12.5 µM. actives 0.43% (n = 310,000); in the data active = inhibition above about 50%;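 also: plate controls were vehicle with enzyme for no effect and no enzyme for full effect; many of its hits are not listed in these tables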
# Platelet DG rel – platelet dense granule release activity; human platelet-rich plasma, SFLLRN dense granule ATP release, luminescence; inhibition, %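 (compounds screened at 7.5 µM in platelet-rich plasma)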; actives 0.22% (n = 300,000); AID 1663;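 active = mean replicate score, as percent of positive control, at or above 50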
# KLF5 inhibitor – kruppel-like factor 5 inhibition; DLD-1 KLF5 promoter-luciferase reporter, luminescence; inhibition, % at 5 µM; actives 0.23% (n = 290,000);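 active = inhibition above a per-plate limit of that plate's mean compound inhibition plus 3 SD, cut at about 60% in these data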;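 also: 0% = DMSO wells and 100% = LY294002 at 200 µM; higher means less KLF5 promoter-driven luciferase light; inactives centre near -14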
# HSF-1 act – increases HSF-1 driven luciferase reporter signal; NIH3T3-HGL HSF-1 luciferase reporter, MG132, 8 h; 100% = twice DMSO control signal; activation, % at 9 µM; actives 1.7% (n = 300,000); AID 504408;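 active = mean replicate activation of at least 50% with a set share of replicates each reaching 50%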;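 also: 0% = median of the neutral control wells and 100% = twice that signal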
# IEC-6 tox – IEC-6 cytotoxicity, counter-screen for KLF5 inhibitors; inhibition, % at 5 µM; luminescence viability; actives 0.78% (n = 290,000); in the data active = inhibition above about 22%;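 also: 0% = plate median of test compound wells and 100% = cytotoxic reference compound wells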
# GSK3beta inhib – human GSK3beta kinase inhibition | GST-GSK3beta kinase, ADP-Glo luminescence, 60 min; hits give low values | activity score (negative = inhibition), % at 10 µM | actives 0.038% (n = 300,000) | AID 2097;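 active = more than half of replicate wells score below -50%, meaning over 50% inhibition versus plate controls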;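 also: 0% = median DMSO wells and -100% = median GW8510 positive control wells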
# Target sequence (P49841 whole entry, looked up): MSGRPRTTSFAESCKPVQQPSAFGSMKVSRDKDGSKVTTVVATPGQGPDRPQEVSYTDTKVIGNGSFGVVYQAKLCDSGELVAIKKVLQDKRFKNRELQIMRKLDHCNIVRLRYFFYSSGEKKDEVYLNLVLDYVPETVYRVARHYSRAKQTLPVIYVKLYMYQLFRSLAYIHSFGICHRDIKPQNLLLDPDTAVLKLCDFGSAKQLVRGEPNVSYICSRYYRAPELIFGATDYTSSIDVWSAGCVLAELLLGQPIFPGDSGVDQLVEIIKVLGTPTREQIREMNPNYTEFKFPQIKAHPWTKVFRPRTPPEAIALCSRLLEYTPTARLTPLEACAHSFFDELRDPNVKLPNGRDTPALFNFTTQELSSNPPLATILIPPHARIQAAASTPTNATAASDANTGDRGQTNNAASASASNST
#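 Assay system: GST-fused GSK3beta enzyme, cell-free / Medium: Tris pH 7.5 buffer with MgCl2, DTT, BSA, heparin / Also added: peptide substrate plus 25 µM ATP (final) / Compound: 10 µM single point / Timing: kinase reaction with compound 60 min at room temperature / Detection: ADP-Glo luminescence / Benchmarks: DMSO neutral wells and GW8510 at 20 µM as positive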
# aSyn 5UTR inh – MLPCN primary screen, SNCA 5' untranslated region; alpha-synuclein 5'UTR reporter, inhibitor activity; inhibition, % (tested at 7.5 µM); actives 0.82% (n = 300,000); in the data active = inhibition above about 60%;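 also: H4 neuroglioblastoma cells stably carrying SNCA 5'UTR luciferase fusion; 0% = DMSO wells and 100% = positive control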
# The depositor's hits bear a star; / = no result given. The list is partial, so the mix of outcomes need not match the whole.
SMILES,HSF1 inhib,HSP90 refold inh,GSK3A inh,Dyrk1A ADPGlo,Platelet DG rel,KLF5 inhibitor,HSF-1 act,IEC-6 tox,GSK3beta inhib,aSyn 5UTR inh
CC1CCCCN1C(C(=O)O)c1ccccc1 (centres undefined),2,1,1,3,0,6,-4,-1,2,21
CCN(CC(=O)Nc1ccc(NC(C)=O)cc1)C(=O)c1cccnc1Sc1ccc(C)c(C)c1,1,/,-4,/,-4,/,0,/,-2,-13
CCc1nc2nc(C)c(NS(=O)(=O)c3ccc(Cl)s3)c(=O)n2[nH]1,2,-2,-3,0,3,-17,39,1,/,13
CN1CCN(C(=O)c2ccc(CNS(=O)(=O)c3cccc(Cl)c3)cc2)CC1,-1,-5,0,8,-6,-26,-2,-6,4,-8
Cc1cccc(NC(=O)CN2C(=O)c3ccccc3S2(=O)=O)n1,-5,/,-1,7,2,/,-1,/,1,6
CCc1nc2ccc(C(=O)Nc3cccc(C(C)=O)c3)cc2nc1CC,-5,6,0,2,7,-28,6,-1,-3,-27
CCOC(=O)C1=C(N)n2c(s/c(=C\c3ccncc3)c2=O)=C(C(=O)OCC)C1c1ccncc1 (centres undefined),-15,-1,-2,-1,4,-1,-23,4,-1,2
CCCCNC(=O)c1c(CSc2ccccc2)noc1C(=O)NCc1ccccc1,-8,/,1,6,6,/,-24,/,1,22
O=c1c(-c2ccc(O)cc2)coc2cc(OC3OC(CO)C(O)C(O)C3O)cc(O)c12 (centres undefined),8,0,/,-11,4,-122,7,3,2,-83
Cc1ccc(C)c(NC(=O)C2=CCN(S(=O)(=O)c3ccc(F)cc3)CC2)c1,7,-2,-2,14,1,-1,29,-8,3,-2
CCc1ccc(C(=O)CSc2nc3cc(S(=O)(=O)N4CCOCC4)ccc3n2CC)cc1,21,1,0,-4,-5,-10,21,3,-1,-3
COc1ccccc1C1C=C(c2ccc(C)cc2)Nc2nnnn21 (centres undefined),-1,2,1,18,-5,-34,-6,3,1,-128
O=[N+]([O-])c1cnc2nc(-c3ccncc3)nn2c1O,-8,1,46,49,13,-9,-10,7,2,43
N#Cc1c(NC(=O)CSc2ncc(-c3ccccc3)n2CC2CCCO2)sc2c1CCCC2 (centres undefined),2,1,2,-2,-3,4,5,3,2,42
CCOC(=O)C1=C(C)C(c2ccc(OC)cc2)NC(=S)N1 (centres undefined),4,2,3,3,5,-2,43,6,2,-2
O=C1CN(Cc2ccccc2)C(=NCc2ccco2)S1,16,4,0,3,-1,-3,42,-4,1,-3
COc1ccccc1OCCNC(=O)CN(c1cccc(C)c1)S(=O)(=O)c1ccccc1,-6,1,-1,-1,-5,-16,-2,4,1,31
NC(=O)C1=C[C@@H](c2ccc(Br)cc2)C[C@@H](OCCCCO)O1,1,7,0,/,-1,-14,20,2,4,1
C/C(=N/Nc1ccccc1[N+](=O)[O-])c1ccc([N+](=O)[O-])cc1,-4,-7,-3,1,-2,-37,12,-6,-1,-2
COc1cc(C(=O)OC(C)C(=O)N2CCc3ccccc3C2)ccc1OCC(=O)N1CCOCC1 (centres undefined),-1,0,-1,-5,/,-4,5,-2,1,14
CC(C)(C)C1CCc2onc(C(=O)Nc3cnn(Cc4ccc(F)cc4)c3)c2C1 (centres undefined),-12,5,0,-2,10,4,-11,-3,-3,49
CC(C)c1ccccc1NC(=O)c1ccc2ncsc2c1,-14,7,-1,-2,9,6,-17,-4,6,-44
CCc1ccccc1NC(=O)/C(C#N)=C/c1ccc(Sc2ccccc2)o1,31,4,0,-2,1,1,35,-13,-3,-9
COc1ccc(OC)c(NC(=O)COC(=O)/C=C/c2ccc(Cl)cc2)c1,6,0,0,-9,-6,-13,8,-10,-2,-15
O=C(NC1CCN(S(=O)(=O)c2ccccc2F)CC1)c1ccco1,-9,6,-1,4,7,-25,-5,2,-2,12
CC1CN(C(=O)c2ccc(S(=O)(=O)Nc3ccccc3F)cc2)CC(C)O1 (centres undefined),5,/,-5,1,-4,/,14,/,-2,2
C[C@@H]1C=C(C(=O)N2CCN(C)CC2)O[C@H](OCc2ccc(CO)cc2)C1,1,4,-1,-11,2,4,4,-2,0,6
COc1ccc(N=C2SC(CC(=O)Nc3ccccc3)C(=O)N2Cc2ccccn2)cc1 (centres undefined),8,-1,0,-1,1,-4,10,-2,2,-14
Cn1c(Cc2cccc3ccccc23)nnc1SCC(=O)N1CCN(c2cccc(Cl)c2)CC1,4,1,0,-2,0,-14,6,-2,1,-4
Cc1ccc(S(=O)(=O)N(C)C)cc1NC(=O)COC(=O)CCC(=O)c1ccc(F)cc1,-3,-4,0,-3,-6,-4,-2,-4,0,-7
COc1cccc(/C=N/n2nnnc2N)c1O,-1,-3,4,0,0,-35,-12,2,-4,-37
CN(Cc1cnccn1)Cc1ccccc1OCC(O)CN1CCc2ccccc2C1 (centres undefined),-5,2,-2,9,4,-1,12,1,0,-8
Cc1cc(C)nc(SCCCn2c(=O)[nH]c3ccccc32)n1,3,-2,-1,6,-15,-10,12,-8,2,-17
CC(=O)Cc1nsc(Nc2ccc(F)cc2)n1,/,-6,-1,-2,/,-63,/,3,0,/
CCCN(C(=O)c1cccs1)c1nnc(-c2ccncc2)s1,3,-2,0,4,5,-20,20,-2,-6,-100
CCNc1nc(NC(C)C)nc(Oc2ccc(=O)n(C)n2)n1,5,1,0,-3,9,-8,-2,2,-1,4
Cc1cccc(NC(=O)c2ccc(Cl)c(NC(=O)c3ccncc3)c2)c1C,-1,-4,-1,-6,0,-25,15,0,-2,-10
Cc1cccc(S(=O)(=O)Nc2ccncc2)c1,-4,-3,-5,-1,-26,-19,7,-7,-1,0
Cc1cccn2c(CNCCCOc3cccnc3)c(C(=O)N3CCOCC3)nc12,3,10,1,-2,-1,2,9,7,0,-5
COC(=O)c1sc2nc(SCc3cccc(Cl)c3)n(N)c(=O)c2c1C,5,-6,-1,-5,0,-5,24,-3,0,-27
Cc1cccc(Nc2nnc(SCC(=O)Nc3ncc(C(F)(F)F)cc3Cl)s2)c1C,-13,-1,0,1,13,-6,-14,5,4,-17
Cc1cccc(N(C)C(=O)c2cc3c(=O)[nH]c4ccc(C)cc4c3s2)c1,7,1,0,-1,0,4,13,2,-4,10
CC1CN(C(=O)CS(=O)(=O)Cc2ccccc2)CC(C)O1 (centres undefined),17,-5,-2,-2,15,7,60*,0,2,-1
Nc1cc(C(=O)OCC(=O)NCc2ccc(F)cc2)ccc1Cl,-11,-5,-2,1,3,-11,12,3,2,1
C(=C\c1ccncc1)/c1ccncc1,-8,1,2,-8,-11,-17,8,-1,-2,0

# Sorted by molecular weight (largest number first): part of the list above.
SMILES,HSF1 inhib,HSP90 refold inh,GSK3A inh,Dyrk1A ADPGlo,Platelet DG rel,KLF5 inhibitor,HSF-1 act,IEC-6 tox,GSK3beta inhib,aSyn 5UTR inh
COc1ccc(N=C2SC(CC(=O)Nc3ccccc3)C(=O)N2Cc2ccccn2)cc1 (centres undefined),8,-1,0,-1,1,-4,10,-2,2,-14
O=c1c(-c2ccc(O)cc2)coc2cc(OC3OC(CO)C(O)C(O)C3O)cc(O)c12 (centres undefined),8,0,/,-11,4,-122,7,3,2,-83
CN1CCN(C(=O)c2ccc(CNS(=O)(=O)c3cccc(Cl)c3)cc2)CC1,-1,-5,0,8,-6,-26,-2,-6,4,-8
COC(=O)c1sc2nc(SCc3cccc(Cl)c3)n(N)c(=O)c2c1C,5,-6,-1,-5,0,-5,24,-3,0,-27
COc1ccc(OC)c(NC(=O)COC(=O)/C=C/c2ccc(Cl)cc2)c1,6,0,0,-9,-6,-13,8,-10,-2,-15
CCc1nc2nc(C)c(NS(=O)(=O)c3ccc(Cl)s3)c(=O)n2[nH]1,2,-2,-3,0,3,-17,39,1,/,13
C[C@@H]1C=C(C(=O)N2CCN(C)CC2)O[C@H](OCc2ccc(CO)cc2)C1,1,4,-1,-11,2,4,4,-2,0,6
O=C(NC1CCN(S(=O)(=O)c2ccccc2F)CC1)c1ccco1,-9,6,-1,4,7,-25,-5,2,-2,12
CCc1nc2ccc(C(=O)Nc3cccc(C(C)=O)c3)cc2nc1CC,-5,6,0,2,7,-28,6,-1,-3,-27
O=C1CN(Cc2ccccc2)C(=NCc2ccco2)S1,16,4,0,3,-1,-3,42,-4,1,-3
CC(=O)Cc1nsc(Nc2ccc(F)cc2)n1,/,-6,-1,-2,/,-63,/,3,0,/
COc1cccc(/C=N/n2nnnc2N)c1O,-1,-3,4,0,0,-35,-12,2,-4,-37
CC1CCCCN1C(C(=O)O)c1ccccc1 (centres undefined),2,1,1,3,0,6,-4,-1,2,21

# More results.
SMILES,HSF1 inhib,HSP90 refold inh,GSK3A inh,Dyrk1A ADPGlo,Platelet DG rel,KLF5 inhibitor,HSF-1 act,IEC-6 tox,GSK3beta inhib,aSyn 5UTR inh
CSc1ncccc1C(=O)NCc1ccc(C)cc1,-3,2,0,8,-8,-46,-9,-4,4,13
Cc1cc(C)cc(OCC(=O)OC/C(O)=C(\C#N)c2nc3ccccc3[nH]2)c1,-2,1,-1,-4,-2,-1,-8,1,1,-41
Cc1cccc(NC(=O)CSCC(=O)OCc2ccccn2)c1,-2,/,4,-1,0,/,-23,/,-1,5
O=S(=O)(Cc1cc(Cl)nc(-c2ccncc2)n1)c1ccccc1,1,3,5,1,7,-4,8,4,-4,8
OCCC1CN(Cc2cnc(N3CCOCC3)s2)CCN1C1CCCC1 (centres undefined),1,-2,-1,-11,-1,-21,0,3,2,5
CC(C)N(Cc1cnn(C)c1)C(=O)c1ccc(OC2CCN(Cc3ccccn3)CC2)cc1,-1,-7,2,-6,-2,-48,0,-3,-1,-7
CCOC(=O)c1c(NC(=O)CSc2ncnc3[nH]ncc23)sc2c1CCC(C)C2 (centres undefined),11,-3,0,-6,-4,-54,14,-2,-3,-2
CCOc1ccccc1NC(=O)CSc1c(C)n[nH]c1C,4,0,3,10,9,-17,-3,0,-1,-24
O=C(Nc1ccc(Cl)cc1)/C(=C1\CCCN1)[N+](=O)[O-],25,0,-1,7,4,-47,13,-4,-3,-97
Cc1cc(=O)oc(C)c1C(=O)Nc1ccc2ncccc2c1,-8,1,1,-1,5,-19,1,1,1,14
Cc1ccc(OCc2cnc(Cl)s2)c(C)c1,17,0,-1,-3,3,2,33,2,2,-134
